High-throughput results (PubChem)
Yfh1-off respiration: enhancers of respiration in Yfh1-depleted yeast, dose response, Friedreich's ataxia, plus single-dose screen (AID 1465). fold induction at 50 µM; hits with a dose series show EC50 in µM. hit rate 0.074% among 220,000. S. cerevisiae Yfh1-off respiration, WST-1 reduction, 72 h; higher fold induction means a stronger effect;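 active means fold induction of absorbance versus untreated yeast above a set limit, then at least 30% activation at any dose in follow-up; inconclusive means repeats straddling the limit, or above it without dose testing; inactive means fold induction below the set limit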;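 further: activators that raise dye reduction in frataxin-depleted yeast; strong numbers were not always called active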
Ins promoter up: insulin promoter activators in MIN6 cells, imaging, high-content screening, mouse beta cells; MIN6 insulin promoter-GFP reporter; stronger effect = higher value; z-score at 5 µM; hit rate 0.3% among 190,000; AID 1625, 2009;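 active means z-score above 3 at 5 µM with at least 500 cells counted in the well; inconclusive means wells under 500 cells, flagged as cytotoxic or low count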
Dynein transport: inhibitors of GR-EGFP nuclear translocation, primary screen, dynein cargo transport inhibitor project, imaging, high-content, 3617.4 mouse cells | test concentration mostly 20 µM; stimulated with dexamethasone, 1 µM; stronger effect = lower value | z-score, hits read low | hit rate 0.47% among 220,000 | AID 1381, 2008;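 active means plate z-score of nuclear minus cytoplasmic receptor signal below a set negative limit, without overly bright fluorescence or cell loss, cut at about -3.5 in these data, passing the limit was not always enough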;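 further: z-score of nuclear minus cytoplasmic ring GR-EGFP intensity difference per well; some compounds called inactive have numbers as strong as hits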
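Buffer or medium: tet-free, stripped-serum medium; Also added: dexamethasone, 1.0 µM final; Technique: high-content fluorescence imaging after fixation; Times: 48 h induction, 1 h compound, 30 min dex at 37 °C; Read-out: per-cell GR-EGFP intensity, nucleus versus surrounding cytoplasmic ring, well-averaged.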
M1AAP inhibition: P. falciparum M1AAP inhibitors, biochemical, fluorogenic H-Leu-NHMec substrate, 1536-well (AID 1445) | hit rate 0.42% among 220,000 | one-dose inhibition, % at 30 µM; IC50 in µM for titrated hits | Aminopeptidase N (Plasmodium falciparum (isolate 3D7)) | recombinant M1AAP, H-Leu-NHMec fluorogenic kinetic assay; higher % means a stronger effect;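 active means primary inhibition above the hit cutoff, then over 50% inhibition at one or more dose response concentrations, cut at about 23% in these data, passing the limit was not always enough; inconclusive means conflicting primary data, or primary hits not chosen for dose response; inactive means low primary inhibition, or under 50% at every dose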;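 further: plate controls were DMSO full reaction for no effect and no enzyme background for full effect; strong numbers were not always called active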
MT stabilizer: microtubule stabilizers in HeLa cells, primary screen, imaging, high-content imaging; HeLa tubulin immunostaining HCS, 24 h; share of cells brighter than vehicle mean+2SD; % tubulin-high responders, % at 10 µM; hit rate 0.83% among 200,000; AID 2205, 2009;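 active means plate Z-score above 3 for both tubulin-high and condensed-nucleus cell shares, with cell loss under 80%, at 10 µM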;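 further: anti alpha tubulin signal scored within the nucleus-defined area of each cell; some results filed as inactive read as strong as hits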
ER stress rescue: rescue of cells from ER stress-induced death, primary screen, 384-well, CSM14.1, thapsigargin, ATP luminescence (AID 1222) | CSM14.1 thapsigargin-induced death rescue, ATP luminescence; higher % means a stronger effect | one-dose cellular ATP content (survival), % at 20 µM; EC50 in µM for titrated hits | 190,000 tested, under 10 active;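 active means EC50 below 50 µM in the dose-response confirmation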;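 further: death triggered by thapsigargin at about 15 µM added after 2 h compound pretreatment; cell ATP read after overnight thapsigargin exposure of roughly 18 to 22 hours; normalized against plate controls of thapsigargin alone and 5% DMSO vehicle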
Autophagy HCS: autophagy modulators in MEF cells, primary screen, imaging, high-content, MEF GFP-LC3; hit rate 0.98% among 190,000; AID 463193, 2010; calls only at 10 µM (by protocol); MEF GFP-LC3 puncta imaging; test concentration mostly 10 µM;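 active means percentage of spot-positive cells more than 3 SD above its plate mean, without a fluorescence outlier flag or 80% toxicity; inconclusive means no clear call, values can overlap the other calls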;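 further: spot-positive cell cutoff set from DMSO-treated cells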
Hep lipid drop: inhibitors of hepatocyte lipid droplet formation, primary screen, imaging, high-throughput imaging, BODIPY stain | AML12 mouse hepatocytes, oleate lipid droplets | AID 1656, 2009 | inhibition, % at 6.5 µM | hit rate 0.4% among 240,000;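 active means lipid droplet intensity inhibited by at least 50%, with more than 500 cells counted; inconclusive means wells with under 300 cells, treated as cytotoxic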
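System: AML12 hepatocytes (mouse). Probe or stimulus: oleic acid at 100 µM to induce lipid droplet formation. Times: overnight treatment with compound plus oleate. Detection: Image-based BODIPY and DAPI two-channel analysis. Evaluation: percent inhibition of filter-corrected integrated lipid droplet intensity per well.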
P. falciparum M17LAP: P. falciparum M17LAP inhibitors, primary screen, biochemical, fluorogenic H-Leu-NHMec substrate, 1536-well (AID 1619); Leucine aminopeptidase (Plasmodium falciparum (isolate 3D7)); recombinant M17LAP, H-Leu-NHMec fluorogenic kinetic assay; higher % means a stronger effect; inhibition, % at 30 µM, or IC50 in µM where a hit was titrated; hit rate 0.38% among 220,000;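 active means compound inhibiting the enzyme by more than half at any dose during confirmatory dose-response retesting; inconclusive means strong single-dose inhibitors picked by rank but not retested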;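 further: plate controls were full reaction with DMSO carrier for no effect and no enzyme background for full effect; strong numbers were not always called active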
Dynein transport cytoplasmic EGFP: second read-out of Dynein transport, no call of its own (marks repeat the call); z-score; measured here: cytoplasmic GR-EGFP intensity; stronger effect = higher value
Dynein transport nuclear GR-EGFP: second read-out of Dynein transport, no call of its own (marks repeat the call); z-score; measured here: nuclear GR-EGFP intensity;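 lower value marks the stronger effect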
Dynein transport cell count: also measured in Dynein transport; calls as there; z-score; measured here: cell count per field
Ins promoter up cell count: second read-out of Ins promoter up, no call of its own (marks repeat the call); cell count; measured here: cytotoxicity, nuclei count;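 total cells summed across four imaged fields per well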
Hep lipid drop cells 6.5 µM: further read-out of Hep lipid drop, marked with its call; cell count; measured here: cell count, cytotoxicity flag;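 cells counted across two imaged fields per well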
MT stabilizer Hoechst-high %: recorded beside MT stabilizer, whose call it bears; % Hoechst-high responders; measured here: nuclear condensation Hoechst responders;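 share of cells brighter than vehicle mean plus two SD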
MT stabilizer cytotoxicity %: also measured in MT stabilizer; calls as there; toxicity, %; measured here: cytotoxicity by cell density;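 0% = mean cell density of plate MIN control wells and 100% = no cells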
Autophagy HCS cell loss 18 h: also measured in Autophagy HCS; calls as there; toxicity, %; measured here: cell loss, nuclei count;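 cell loss after 18 h compound exposure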
Numbers without * were called inactive; i = inactive; ? = inconclusive; . = no result given.

Order of results: Yfh1-off respiration	Ins promoter up	Ins promoter up cell count	Dynein transport	Dynein transport cytoplasmic EGFP	Dynein transport nuclear GR-EGFP	Dynein transport cell count	M1AAP inhibition	MT stabilizer	MT stabilizer Hoechst-high %	MT stabilizer cytotoxicity %	ER stress rescue	Autophagy HCS	Autophagy HCS cell loss 18 h	Hep lipid drop	Hep lipid drop cells 6.5 µM	P. falciparum M17LAP
- Cc1cccc(C)c1NC(=S)N(Cc1cccnc1)Cc1ccccc1Cl
 : i	0.1	1311	1.1	-0.064	0.98	-1.8	6%	1.6	3.6	11	0.3%	i	12	7	725	-1%
- COC(=O)C1=C(C)NC(=O)C1(NS(=O)(=O)c1ccc(C)cc1)C(F)(F)F (centres undefined)
 : i	-0.44	836	-0.55	0.26	0.13	0.44	10%	2.2	1.6	5.4	7.4%	i	31	10	754	14%
- CC(=O)c1ccc(NC(=O)CNCC(c2ccccc2)N(C)C)cc1 (centres undefined)
 : i	0.41	1259	-0.85	-0.29	0.069	0.88	0%	3.1	2.9	8.1	0.8%	i	8	25	683	-1%
- CCOC(=O)C1CCCN(C(=O)c2cncc(Br)c2)C1 (centres undefined)
 : i	0.61	1610	0.6	-0.38	0.68	-0.8	-2%	5.8	2.0	10.0	-1.8%	i	5	.	.	-9%
- O=C(NCCCN1CCOCC1)c1cc(C(=O)C2CC2)c[nH]1
 : i	.	.	-0.79	-0.1	-0.84	0.027	-4%	2.1	2.4	0.5	-0.6%	i	-29	.	.	-1%
- CC(C)=CC(=O)Nc1nnc(-c2cccnc2)s1
 : i	0	599	-0.41	-0.22	0.24	-0.058	-5%	6.0	3.4	3.9	-3.5%	i	-3	.	.	-14%
- O=C(Cc1ccc(-n2c(=O)c3ccccc3n(Cc3ccccc3Cl)c2=O)cc1)NCC1CCCO1 (centres undefined)
 : i	-0.09	1201	-0.64	-0.34	-0.51	1.1	13%	2.9	2.6	7.9	-1.7%	i	-1	-7	697	6%
- O=C(c1ccc(Cl)s1)N1CCCC1
 : i	.	.	-0.49	-0.099	-0.24	0.32	8%	0.8	1.3	6.6	-0.7%	i	-2	17	758	4%
- Cc1ccc(N2C(=O)c3n[nH]c(C)c3C2c2ccco2)cc1 (centres undefined)
 : i	0.08	1228	-0.15	-0.21	-0.27	-0.9	0%	3.0	2.2	4.6	.	i	-5	-3	601	2%
- Cc1cc(S(=O)(=O)NCc2cccs2)ccc1-n1cnnn1
 : i	-0.14	1286	0.14	-0.28	-0.18	0.43	3%	2.2	1.4	2.2	1.7%	i	19	-32	534	-5%
- COc1ccc2nc(NC(=O)C3CCCN(S(=O)(=O)c4cccs4)C3)sc2c1 (centres undefined)
 : i	-0.52	1287	4.1	0.019	2.7	-1.3	5%	3.8	2.4	1.7	-1.3%	i	3	-4	749	9%
- Cc1ccc(NC(=O)N(CCCN2CCOCC2)Cc2cccnc2)cc1C
 : i	0.24	921	0.83	-0.24	0.68	-0.021	1%	3.0	4.0	4.1	1.9%	i	9	.	.	6%
- O=C(COC(=O)CNC(=O)c1ccccc1F)Nc1cccnc1Cl
 : i	-0.12	1355	0.33	-0.28	0.43	-0.57	2%	3.2	3.2	7.8	-1.4%	i	-3	3	695	1%
- O=C(NCC1CCCO1)C1CCCN(c2ncccn2)C1 (centres undefined)
 : i	0.05	1378	2	-0.035	1.3	-1.3	2%	4.0	2.4	8.1	.	i	-13	.	.	-6%
- CS(=O)(=O)N1CCCC(C(=O)NCc2cccs2)C1 (centres undefined)
 : i	-0.44	1456	-1.5	0.15	-0.62	0.61	2%	3.4	2.6	10	-2.4%	i	-9	.	.	4%
- Cc1ccc(N(C(=O)Cn2nnc(-c3ccccc3)n2)C(C(=O)NC2CCCCC2)c2ccccn2)cc1C (centres undefined)
 : i	-0.06	1412	0.59	-0.29	0.13	-0.93	4%	4.5	1.6	7.4	-1.9%	i	7	-10	612	3%
- CC1=C(C(=O)Nc2ccc(C)cc2C)C(c2cccs2)NC(=S)N1 (centres undefined)
 : i	-0.61	1694	-0.42	-0.16	-0.48	0.018	10%	1.7	1.8	8.1	-1.3%	i	1	0	727	1%
- CCCCN1C(=O)C2(NNc3ccccc3O2)c2ccccc21 (centres undefined)
 : i	.	.	-2.6	9.5	0.67	0.78	12%	1.5	1.3	9.5	-2.8%	i	-5	0	734	6%
- Cc1ccc(S(=O)(=O)N2CCCCC2)cc1C(=O)Nc1ccc(N2CCOCC2)cc1
 : i	-0.98	1604	0.62	-0.21	0.27	-0.59	8%	1.9	1.8	11	-2.6%	i	8	.	.	3%
- COc1cccc(N/C(SCc2cccc([N+](=O)[O-])c2)=C(/C#N)C(N)=O)c1
 : i	-0.22	1214	-1.4	-0.0021	-0.61	0.32	?	4.0	3.1	0.6	-13%	i	6	18	754	29%
- CCCn1c2c(c(O)c(C(=O)NC)c1=O)CCCC2
 : i	-0.59	1125	-0.38	-0.2	0.0012	1.2	1%	3.3	1.5	8.0	-0.9%	i	-9	8	780	8%
- Cc1cc(N2C(=O)C(O)=C(C(=O)c3ccco3)C2c2cccnc2)no1 (centres undefined)
 : .	0.03	1514	-0.81	-0.22	-0.25	0.77	-7%	1.5	0.9	6.6	-0.2%	i	-6	.	.	21%
- CCC(C)N1C(=O)S/C(=C/c2ccc(Sc3nc4ccccc4[nH]3)o2)C1=O (centres undefined)
 : i	-2.2	727	-0.58	-0.19	0.26	0.79	5%	4.7	3.7	6.7	-0.2%	i	-17	.	.	-5%
- C/C(CC(=O)Nc1ccccn1)=N\NC(=O)c1ccc(C)cc1
 : i	0.27	1448	-0.37	-0.28	-0.17	1.2	4%	4.2	2.8	9.1	3.2%	i	-6	8	656	40%
- Cc1ccc(NCC(=O)c2ccccc2)cc1Cl
 : i	-0.02	1977	-0.042	-0.22	-0.51	0.82	15%	1.2	1.7	11	-2.4%	i	-3	-3	594	5%
- Cc1cccn2c(=O)c(C=O)c(N3CC(C)OC(C)C3)nc12 (centres undefined)
 : i	0.05	1587	-0.76	-0.33	-0.18	0.21	8%	1.7	1.9	11	-1.8%	i	-10	-9	667	22%
- CCN(CC)CCNC(=O)C(=O)NCC1OCCN1S(=O)(=O)c1ccc2c(c1)OCCO2 (centres undefined)
 : i	-0.41	1159	0.97	-0.21	0.49	0.57	-7%	4.0	2.6	5.4	.	i	-12	4	702	-16%
- COc1ccc(NC(=O)CN(c2ccccc2)S(=O)(=O)c2ccccc2)c(OC)c1
 : i	-0.57	925	1.4	-0.19	1.3	-1.7	1%	.	.	.	.	.	.	-1	689	10%
- CC1(C)Cc2c(c(N3CCOCC3)nc3sc(C(N)=O)c(N)c23)CO1
 : i	0.6	1021	-0.0019	-0.29	-0.044	0.12	16%	.	.	.	.	.	.	1	694	16%
- O=C(O)C1CCCN(S(=O)(=O)c2ccc(Br)s2)C1 (centres undefined)
 : i	-1	1314	-0.67	-0.16	-0.23	-0.15	3%	1.8	2.5	8.0	.	i	-9	-2	696	-1%

Next compounds
Order of results: Yfh1-off respiration	Ins promoter up	Ins promoter up cell count	Dynein transport	Dynein transport cytoplasmic EGFP	Dynein transport nuclear GR-EGFP	Dynein transport cell count	M1AAP inhibition	MT stabilizer	MT stabilizer Hoechst-high %	MT stabilizer cytotoxicity %	ER stress rescue	Autophagy HCS	Autophagy HCS cell loss 18 h	Hep lipid drop	Hep lipid drop cells 6.5 µM	P. falciparum M17LAP
- Cc1ccc(C(=O)C[n+]2ccc(-c3nnc4n3CCC4)cc2)cc1
 : i	0.54	1578	1.1	-0.063	0.79	-1.3	6%	5.8	2.8	9.6	1.0%	i	2	16	510	13%
- O=C(OCc1cn(Cc2ccccc2)nn1)c1ccccc1
 : i	.	.	-0.21	-0.61	0.073	-0.66	4%	.	.	.	.	.	.	-36	537	-2%
- COc1cc(/C=C/C(=O)O)cc(S(=O)(=O)NCCCO)c1OC
 : .	0.42	1542	0.044	-0.068	0.76	0.65	9%	3.2	2.5	0.7	-1.2%	i	-18	.	.	-17%
- Cn1cccc1CC(=O)N/N=C/c1ccc(C(C)(C)C)cc1
 : i	-0.37	1040	0.76	-0.24	-0.042	-0.54	3%	.	.	.	.	.	.	0	694	0%
- CCCc1cc(=O)n2[nH]c(SCc3ccccc3)nc2n1
 : i	0.12	1178	0.096	-0.15	0.56	-0.92	2%	3.7	2.6	5.0	2.9%	i	-2	-8	779	18%
- Cc1ccc(C(=O)CCC2CCCCC2=O)cc1 (centres undefined)
 : i	0.34	1019	-1.3	-0.018	-0.51	0.9	3%	1.9	2.0	8.5	-1.2%	i	14	.	.	7%
- CS(=O)(=O)N(CC(=O)Nc1cccnc1)c1ccc2c(c1)OCCO2
 : i	0.11	1250	-0.13	-0.25	0.22	-0.43	-5%	3.6	0.8	5.7	-2.6%	i	3	5	742	-14%
